# Screens (PubChem)
# GAA glycogen: alters human alpha-glucosidase cleavage of glycogen; 300,000 compounds, 0.38% hits; Potency, µM (doses to about 76.4 µM), for inactives: at the top dose activity change, negative = inhibition, usual class: inhibitors; recombinant GAA, glycogen substrate, Amplex Red glucose oxidase fluorescence; P10253;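 note: 0% = full enzyme reaction and -100% = no-enzyme basal signal; the screen sought inhibitors and activators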
#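 Recombinant human enzyme (4 nM); glycogen substrate; 37 C, 40 min, pH 5.0. Readout: coupled glucose oxidase/Amplex Red fluorescence.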
# aGlu spleen mod: inhibits or activates alpha-glucosidase in human spleen homogenate; 240,000 compounds, 0.006% hits; human spleen homogenate, 4-MU-alpha-glucoside fluorescence; Potency, µM (series often up to 79.9 µM), for inactives: at the highest dose activity change, negative = inhibition, hits mostly inhibitors; P10253;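 note: 0% = enzyme with vehicle and -100% = no enzyme basal signal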
#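 Human spleen homogenate (1 ug) incubated with compounds and 1 mM 4-methylumbelliferyl-alpha-D-glucopyranoside in pH 5.0 citrate/phosphate buffer, 37 C, 40 min. Stopped at pH 10; 4-MU fluorescence (Ex 365/Em 440 nm); AC50 by Hill fit.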
# Tau fluor cs: counter-screen for tau fibril formation inhibitors. AID 1463. tau K18 P301L (four-repeat tau fragment) Alexa594 fluorescence, heparin fibrillization. 280,000 compounds, 0.93% hits. Potency, µM (titrated, usually from 57.7 µM), inactives show top-dose activity change, negative = decrease; note: % is set by controls: 0 for no effect and ±100 for the full control effect; nearly all actives have a fitted effect of over 55% in size
#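 Human K18 P301L tau (15 uM unlabeled plus 0.24 uM Alexa 594-labeled, final) in 100 mM sodium acetate pH 7 was mixed with compound and 20 uM heparin and incubated 6 hr at 37 C.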
# ALDH1A1 inh: inhibitors of human aldehyde dehydrogenase 1A1 | P00352 | Purified ALDH1A1, NADH fluorescence, propionaldehyde substrate | Potency, µM (series often up to 75.3 µM), for inactives: at the highest dose activity, negative = inhibition, actives largely listed as inhibitors | 220,000 compounds, 7.3% hits | AID 1030; active = well fitted inhibition curve with a large enough effect, not every such curve was filed as active; inconclusive = small, poorly fitted or top-dose-only effect, or another doubt; inactive = no such curve, though single readings can be large or run the other way;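 note: plate controls were no enzyme wells and a reference inhibitor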
# Target sequence (P00352 whole entry, looked up): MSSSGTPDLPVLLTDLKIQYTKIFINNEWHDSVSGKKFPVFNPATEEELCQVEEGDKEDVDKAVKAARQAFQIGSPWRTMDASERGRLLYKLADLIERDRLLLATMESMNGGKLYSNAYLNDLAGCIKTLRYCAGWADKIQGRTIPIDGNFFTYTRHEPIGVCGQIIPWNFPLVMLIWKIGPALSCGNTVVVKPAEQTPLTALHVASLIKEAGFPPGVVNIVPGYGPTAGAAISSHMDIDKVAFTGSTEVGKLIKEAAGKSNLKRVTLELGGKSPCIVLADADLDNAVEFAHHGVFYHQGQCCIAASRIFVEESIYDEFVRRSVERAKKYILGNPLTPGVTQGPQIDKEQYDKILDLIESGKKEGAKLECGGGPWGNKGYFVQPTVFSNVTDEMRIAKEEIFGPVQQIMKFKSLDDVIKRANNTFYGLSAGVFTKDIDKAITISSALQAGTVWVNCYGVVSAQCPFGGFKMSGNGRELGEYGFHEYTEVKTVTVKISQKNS
# Epigenetic reg: derepresses silenced GFP reporter in murine cells. murine LDR cells, GFP reporter derepression, 30 h. Potency, µM (top dose mostly 53.9 µM), for inactives: top-dose GFP activation, hits mostly activators. 280,000 compounds, 0.2% hits. AID 1865; note: % of control where 0% means no effect; nearly all actives have a fitted effect of over 60% in size
#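 Murine LDR cells bearing a silenced CMV-driven GFP reporter were exposed to compound for 30 h at 37 C. After PBS washes, GFP-positive cells (20-120 um objects) counted by laser-scanning microplate cytometry.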
# GAA inh: alpha-glucosidase (human) inhibition; P10253; purified human GAA, 4-MU-alpha-glucoside fluorescence; Potency, µM (top dose mostly 76.9 µM), inactives show at the highest dose activity change, negative = inhibition, actives largely listed as inhibitors; 200,000 compounds, 0.005% hits; AID 1466;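 note: plate controls were uninhibited enzyme wells for no effect and no-enzyme background for full effect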
#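 Compounds are titrated up to 77 uM against 4 nM human enzyme. Substrate 4-methylumbelliferyl-alpha-D-pyranoside (400 uM) reacts 20 min at room temperature in pH 5.0 buffer; liberated 4-methylumbelliferone is read at 440 nm.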
# aGal spleen mod: alpha-galactosidase A (human) modulation; human spleen homogenate, 4MU-alpha-Gal fluorescence, 40 min; 240,000 compounds, 0.008% hits; Potency, µM (highest dose often 80 µM), without a hit: at the top dose activity change, negative = inhibition, actives largely listed as inhibitors; P06280;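 note: 0% = enzyme with vehicle and -100% = no enzyme basal signal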
# Target sequence (P06280 32-429 limits assumed): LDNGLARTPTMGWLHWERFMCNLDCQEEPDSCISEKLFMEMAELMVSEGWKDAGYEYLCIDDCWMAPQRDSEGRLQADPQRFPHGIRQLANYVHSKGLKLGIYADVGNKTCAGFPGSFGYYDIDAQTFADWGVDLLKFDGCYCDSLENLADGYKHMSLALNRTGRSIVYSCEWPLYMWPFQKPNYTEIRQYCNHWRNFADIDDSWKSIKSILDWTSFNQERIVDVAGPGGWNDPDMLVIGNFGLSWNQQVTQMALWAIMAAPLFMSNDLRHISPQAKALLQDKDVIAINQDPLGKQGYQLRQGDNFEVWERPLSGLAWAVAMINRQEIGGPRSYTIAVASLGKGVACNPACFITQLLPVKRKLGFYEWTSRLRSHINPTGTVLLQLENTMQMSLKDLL
#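 Spleen homogenate 1 ug + cpd (titration) + 4-MU-alpha-D-galactopyranoside 1 mM; 37C 40 min; 50 mM citrate/phosphate pH 5.0, 0.01% Tween-20; stop pH 10; fluorescence 365/440; AC50 via Hill.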
# NPSR antag: antagonists of human neuropeptide S receptor cAMP signaling; CHO-NPSR cells, cAMP TR-FRET, antagonist mode; Potency, µM (series often up to 38.3 µM), for inactives: at the top dose activity change, negative = inhibition, most hits filed as inhibitors; 220,000 compounds, 1% hits; AID 1461; note: % is set by controls: 0 for no effect and ±100 for the full control effect; nearly all actives have a fitted effect of over 50% in size; many of its hits are not listed in these tables
# An asterisk follows results filed as active; ? = inconclusive; nt = no result given; [ ] = another dose, or the depositor's remark. Unless noted, calls come from the whole dose curve; as a rule, active = well fitted curve in the direction sought with a large enough effect; inconclusive = small, poorly fitted or top-dose-only effect, or another doubt; inactive = no such curve, though single readings can be large; an effect the other way counts as inactive or inconclusive. Potency is the fitted concentration of half-maximal effect. An excerpt, so the mix of outcomes need not match the whole.
SMILES,GAA glycogen,aGlu spleen mod,Tau fluor cs,ALDH1A1 inh,Epigenetic reg,GAA inh,aGal spleen mod,NPSR antag
O=C(CSc1nc2ccccc2o1)N/N=C/c1ccccc1,7%,-4%,-16%,5%,-0.9%,2%,-4%,15%
Cc1cc(C(=O)CSc2nnc(-c3ccccc3)o2)c(C)n1CC1COc2ccccc2O1 (configuration not stated),1%,1%,-16%,-6%,9.9%,2%,2%,-20%[46.1 µM]
NS(=O)(=O)c1ccc(NS(=O)(=O)c2cccs2)cc1,-9%,-3%,1%,-14%,-1.1%,-3%,3%,-8%[46.1 µM]
Cc1cc(C)cc(N(CC(=O)NCc2cccnc2)S(C)(=O)=O)c1,5%,3%,0%,9%,0.0%,-7%,8%,10%[46.1 µM]
CCN(CC)CCNC(=O)C(=O)NCC1OCCN1S(=O)(=O)c1ccc2c(c1)OCCO2 (configuration not stated),7%,nt,-9%,10%,1.6%,-29%,-2%,10%
COc1ccc(N2CC(C(=O)Nc3ccc(S(=O)(=O)N4CCOCC4)cc3)CC2=O)cc1 (configuration not stated),28%,4%,1%,9%,-0.2%,-2%,-2%,-7%
Cc1[nH]nc(SCC(=O)N2CCOCC2)c1[N+](=O)[O-],15%,-16%,2%,-1%,4.3%,-2%,-15%,7%
COc1ccc(C(=O)C2CCN(C(=O)c3ccc(C)cc3)CC2)cc1,0%,1%,-5%,5µM*,-0.9%,-13%,5%,-15%[46.1 µM]
Cc1nc(-c2ccc(O)c(O)c2)cs1,?,5%,-28%,?,0.8%,2%,5%,-17%[46.1 µM]
O=c1cc(Cn2nnc(-c3ccc(Cl)cc3)n2)nc2sccn12,2%,-12%,-14%,4%,-1.6%,-3%,-10%,-13%[46.1 µM]
COc1ccc2[nH]c(=O)c(CN(CCO)C(=O)NCc3ccccc3)cc2c1,-3%,5%,0%,?,-0.7%,-9%,9%,-3%[46.1 µM]
CC1(C)CC(=O)C=C(Nc2ccccc2O)C1,-10%,-1%,1%,-1%,-2.3%,-5%,-9%,-6%[46.1 µM]
Cn1c(-c2ccc(F)cc2)cnc1NCc1cccc(F)c1,?,-7%,-10%,6.3µM*,0.9%,1%,0%,-10%[46.1 µM]
CCOc1ccc(Cc2nc(C)c(CC(=O)N3CCOCC3)c(=O)[nH]2)cc1,7%,-10%,-3%,8%,0.8%,-6%,2%,-5%[46.1 µM]
O=S(=O)(c1cccc(-c2nnc(SCc3nc4ccccc4s3)o2)c1)N1CCOCC1,1%,4%,-21%,?,0.0%,-9%,-1%,-16%[46.1 µM]
CN1CCC(=NNC(=O)CN(c2cccc(Br)c2)S(C)(=O)=O)CC1,-16%,0%,-10%,-5%,-1.2%,-2%,-3%,21%
C[C@H]1Cc2c(-c3ccccc3)nc3c(c2CO1)CN(C(=O)c1ccco1)CC3,nt,5%[17.4 µM],-4%[11.6 µM],7%[13.5 µM],nt,nt,4%[17.5 µM],nt
COc1cc(C(=O)OCc2cc3ccccc3[nH]c2=O)cc(OC)c1OC,2%,-6%,-1%,0%,1.0%,-6%,0%,?
CC(Oc1ccc(Cl)cc1Cl)C(=O)Nc1ncccn1 (configuration not stated),2%,-4%,1%,8%,8.7%,-9%[15.4 µM],1%,2%[46.1 µM]
O=S1(=O)N=C(N(Cc2cccs2)c2ccc(O)cc2)c2ccccc21,-17%,-6%,-10%,?,3.3%,-1%,6%,-49%

# Complete entries from above.
# `Cc1nc(-c2ccc(O)c(O)c2)cs1` reads GAA glycogen: ?; aGlu spleen mod: 5%; Tau fluor cs: -28%; ALDH1A1 inh: ?; Epigenetic reg: 0.8%; GAA inh: 2%; aGal spleen mod: 5%; NPSR antag: -17%[46.1 µM]
# `O=S1(=O)N=C(N(Cc2cccs2)c2ccc(O)cc2)c2ccccc21` reads GAA glycogen: -17%; aGlu spleen mod: -6%; Tau fluor cs: -10%; ALDH1A1 inh: ?; Epigenetic reg: 3.3%; GAA inh: -1%; aGal spleen mod: 6%; NPSR antag: -49%

# (list continues)
SMILES,GAA glycogen,aGlu spleen mod,Tau fluor cs,ALDH1A1 inh,Epigenetic reg,GAA inh,aGal spleen mod,NPSR antag
CCCCc1nc2c(c3c1C[C@H](C)OC3)CN(C(=O)COC)CC2,nt,2%[17.4 µM],0%[11.6 µM],4%[13.5 µM],nt,nt,-4%[17.5 µM],nt
C=CCOc1ccc(C2NC(=S)NC(C)=C2C(=O)c2ccccc2)cc1OC (configuration not stated),10%,5%,-6%,?,-1.0%,-12%,-7%,17%
Cc1cc(NC(=O)CSc2nnc(-c3ccccc3)n2Cc2ccco2)no1,-5%,-2%,-1%,?,-0.2%,5%,-1%,-2%[46.1 µM]
CC(CN(C)Cc1ccccc1)OC(=O)c1cccc(F)c1 (configuration not stated),-3%,7%,-13%,4%,0.0%,11%,2%,1%
CNC(=S)NNc1ccccc1[N+](=O)[O-],?,nt,-20%,14µM*,-1.1%,-5%,2%,13%
O=C(/C(C=Nc1cc2c(oc1=O)CCCC2=O)=C(\O)c1ccccc1)c1ccccc1,-25%,1%,-2%,?,-1.9%[10.1 µM],3%,3%,-20%
Nn1c(SCC(=O)N2CCOCC2)nnc1-c1ccc(Cl)cc1Cl,11%,6%,-1%,-4%,-1.1%,-1%,4%,-11%[46.1 µM]
CCC(=O)Nc1ccc(Nc2nc(C)c([N+](=O)[O-])c(Nc3ccc(NC(=O)CC)cc3)n2)cc1,-6%,1%,-28%,7%,-1.0%,1%,8%,24%
CCCCN(c1ccccc1)S(=O)(=O)N(C)C,3%,0%,1%,6%,2.4%,-2%,7%,1%
COc1ccc(N/C=C/C(=O)C(C)(C)C)cc1,-26%,-3%,-1%,2%,0.3%,5%,0%,-15%
CCOC(=O)C1CCN(CCC(=O)Nc2cccc(Cl)c2C)CC1,-10%,0%,4%,-18%,4.2%,4%,9%,8%[46.1 µM]
COc1cc(C(=O)O)ccc1Cl,4%,0%,-11%,nt,-3.9%,nt,-3%,6%
C=CCn1c(-c2cccnc2Cl)nc2cc(Cl)c(Cl)cc21,0%,-4%,-19%,?,-0.9%,-9%,-2%,5%[46.1 µM]
CC(C)c1cc(N2CCC(=O)NC2=O)cc(C(=O)O)c1O,7%,3%,4%,?,8.0%,-7%,-3%,10%
CCOC(=O)c1sc(=NC(=O)COc2ccc(Cl)cc2)n(C)c1C,-8%,nt,0%,-9%,3.2%,-1%,6%,-28%
O=C(O)C1CCCN(S(=O)(=O)c2ccc(Br)s2)C1 (configuration not stated),5%,nt,-6%,-1%,1.3%,1%,3%,5%
COc1cccc(-c2nc3sc4c(c3c(=O)[nH]2)CCCCC4)c1,10%,-1%,1%,?,-1.8%,?,3%,-43%
COc1ccc(CCNS(=O)(=O)c2cn(C)c(=O)n(C)c2=O)cc1OC,?,6%,-6%,9%,0.7%,-8%,10%,-1%[46.1 µM]
COC(=O)Nc1ccc(SCC(=O)c2ccccc2)cc1,-8%,9%,-21%,?,1.1%,-6%,-19%,-15%
O=C(O)c1cccnc1NC1CCCC1,-1%,-11%,-10%,0%,-2.4%,3%,-8%,-4%[46.1 µM]
CCCCCC(=O)NC(=S)Nc1ccc(NC(=O)c2ccco2)cc1,-5%,-2%,-18%,?,2.1%,-33%,-4%,-16%
Cc1ccccc1N(CC(=O)Nc1ccccc1C(=O)O)S(C)(=O)=O,-11%,-1%,-1%,-7%,-1.3%,-8%,2%,-3%[46.1 µM]
c1cc2c(cc1C1=NNC(=NC3CC3)SC1)OCCO2,-7%,-20%,-8%,10µM*,28µM*,7%,1%,-27%
COc1ccc(-c2nnc(NC(=O)C(C)C)s2)c(OC)c1,24%,3%,-1%,?,-1.1%,2%,2%,12%[46.1 µM]
COc1ccc(/C=C/C(=O)OCC(=O)NCc2ccco2)c(OC)c1,0%,-2%,-7%,?,1.3%,3%,-14%,-12%
CCOC(=O)NC(=O)/C(C#N)=N/Nc1ccc(F)cc1,-6%,-10%,-3%,-5%,3.6%,-12%,-10%,-15%[46.1 µM]
CCSc1nnc2n1C(C)(C)Cc1ccccc1-2,8%,-9%,-5%,-4%,1.0%,3%,-3%,-12%[46.1 µM]
COCCN(CCOC)C(=S)Nc1ccccc1,-6%,-11%,0%,3%,-2.0%,-2%,-5%,19%
CC1=CC(C)C2C(=O)N(c3ccccc3)NC(=O)C2C1 (configuration not stated),6%,0%,0%,7%,1.1%,-1%,-3%,11%
Nc1nc(SCC(=O)O)[nH]c(=O)c1NC(=O)c1ccccc1F,-2%,-3%,2%,-4%,0.9%,3%,2%,6%
COc1ccc(N=C(C)C2=C(O)c3ccccc3C2=O)cc1,8%,4%,-7%,-4%,1.0%,9%,2%,5%
Fc1ccccc1CSc1nnc(-c2cccnc2)o1,-2%,-8%,-2%,-2%,-0.1%,-5%,1%,16%
C=CCC(C=C)[N+]1(CC(=O)OC)CCCCC1 (configuration not stated),-2%,-1%,2%,-1%,-1.6%,0%,-1%,7%
CC(C)(C)c1nc2ccccc2c2nnc(SCC(=O)Nc3nc4ccccc4s3)n12,6%,-13%,-7%,-3%,-1.1%,-25%,-3%,-27%[46.1 µM]
CC(NCc1cccn1C)c1ccccc1 (configuration not stated),7%,-7%,7%,-2%,-1.1%,9%,3%,-2%[46.1 µM]
COc1ccc(-n2cnnc2SCC(=O)c2cc(C)n(Cc3cccs3)c2C)cc1,-5%,7%,-20%,-15%,-7.2%,-7%,5%,-15%[46.1 µM]
Cc1cc(Cl)ccc1Oc1ncc(CN2CCN(c3ccccc3)CC2)s1,0%,-1%,-25%,1%,0.0%,?,0%,7%[46.1 µM]
C/C(=N/OC(=O)c1cccc(Cl)c1)c1nccs1,4%,3%,-9%,4%,1.1%,5%,-8%,-9%[46.1 µM]
CC(CN1CCOCC1)OC(=O)CCc1ccccc1 (configuration not stated),-1%,8%,-1%,4%,-0.7%,-7%,13%,-11%
CCOc1ccc(CCNC(=O)CCc2nc3ccccc3[nH]2)cc1OCC,2%,-4%,-12%,4%,2.1%,2%,0%,10%
NC(=O)c1ccc(NC(=O)COC(=O)CCSc2ccccc2)cc1,0%,-2%,-15%,?,2.0%,-4%[15.4 µM],-1%,-23%
O=C(NCc1ccc2[nH]c3c(c2c1)CCCC3)c1ccc(S(=O)(=O)N2CCCCC2)cc1,-5%,6%,?,?,0.5%,-8%,6%,6%
